hcDAF-12 act: activates DAF-12 receptor from parasite H. contortus; activation, % at 6.8 µM; AID 652067; HEK293 hcDAF-12 lit1-tk-luc reporter, luminescence; 0% DMSO, 100% Δ7-dafachronic acid; 370,000 tested, 1.4% active;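 active = activation above the mean of all tested compounds plus 3 SD, cut at about 5.5% in these data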;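 note: 100% = response to 3 µM Δ7-dafachronic acid high control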
ssDAF-12 act: activators of S. stercoralis DAF-12 nuclear receptor | HEK293 ssDAF-12/GRIP1 lit1-tk-luc reporter, luminescence; % of 3 µM dafachronic acid response | activation, % at 6.8 µM | 370,000 tested, 1% active | AID 652126;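 active = activation above the mean over all tested compounds plus 3 SD, cut at about 0.9% in these data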;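 note: 0% = DMSO-only wells and 100% = 3 µM delta7-dafachronic acid wells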
GAA850 FXN act: activators of GAA850 frataxin (FXN) promoter; HEK293 lucGAA850 FXN promoter luciferase reporter, 24 h; percent of 10 µM SAHA response; activation, % at 6 µM; 360,000 tested, 0.56% active; AID 540364;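 active = activation above the average of all compounds screened plus 3 SD, cutoff fixed separately per campaign, cut at about 7.5% in these data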;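 note: 0% = DMSO wells and 100% = 10 µM SAHA wells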
SMARCA2 activ: increases SMARCA2 function in MMTV reporter cells | AID 652017 | activation, % at 9.1 µM | MG213 cells, MMTV-luciferase reporter, dexamethasone, overnight | 370,000 tested, 1% active; in the data active = activation above about 7.8%;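 note: 0% = vehicle wells and 100% = reference activator wells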
proKLK7 act: activators of human kallikrein-7 zymogen; P49862; purified proKLK7, EDANS-DABCYL substrate fluorescence; 100% is mature enzyme control, 0% vehicle; activation, % at 7 µM; 370,000 tested, 0.9% active;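 active = activation above the mean of all tested compounds plus 3 SD, computed per campaign excluding outliers beyond control limits, cut at about 13% in these data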
Target sequence (P49862 whole entry, looked up): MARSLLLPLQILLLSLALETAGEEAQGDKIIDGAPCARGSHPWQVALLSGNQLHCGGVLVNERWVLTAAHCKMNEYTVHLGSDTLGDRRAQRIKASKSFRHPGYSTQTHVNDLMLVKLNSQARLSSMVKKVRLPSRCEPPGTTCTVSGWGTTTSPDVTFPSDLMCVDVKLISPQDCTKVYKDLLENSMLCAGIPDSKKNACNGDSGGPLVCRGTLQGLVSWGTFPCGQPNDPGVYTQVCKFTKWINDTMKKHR
NPR2 activator: GC-B (human) receptor activation; P20594; HEK293-GC-B cells, CNP EC30, cGMP TR-FRET; 0% at EC30 CNP, 100% saturating CNP; activation, % at 10 µM; 370,000 tested, 0.11% active; AID 1920062;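 active = activation at 10 µM reaching about 35% in either raw or pattern-adjusted values, limit read from the data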
DAX1 inh-1: inhibits human nuclear receptor DAX1; P51843; HEK293 Gal4-DAX1 luciferase reporter, luminescence; inhibition, % at 6.75 µM; 340,000 tested, 0.99% active; AID 504766;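 active = inhibition above the mean over all tested compounds plus 3 SD, cut at about 4.2% in these data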;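 note: 0% = DAX1-transfected cells with DMSO and 100% = empty-vector control cells with DMSO; inhibition shows as a rise in luminescence from relieved DAX1 repression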
Target sequence (P51843 207-470 limits assumed): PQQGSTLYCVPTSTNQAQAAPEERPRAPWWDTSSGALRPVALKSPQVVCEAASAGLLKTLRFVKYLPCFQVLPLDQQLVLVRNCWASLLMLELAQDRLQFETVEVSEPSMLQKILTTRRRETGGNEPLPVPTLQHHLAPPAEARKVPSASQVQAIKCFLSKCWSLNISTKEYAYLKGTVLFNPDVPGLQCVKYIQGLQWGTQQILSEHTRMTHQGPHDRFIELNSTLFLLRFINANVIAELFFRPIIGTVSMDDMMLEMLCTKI
NPR1 activator: GC-A (human) enzyme activation; P16066; activation, % at 10 µM; 370,000 tested, 0.14% active; HEK293 GC-A cells, cGMP TR-FRET, EC30 ANP; 0% at EC30 ANP, 100% saturating ANP; AID 1671463; in the data active = activation above about 40%
hgDAF-12 ag: agonists of H. glycines DAF-12 nuclear receptor | HEK293 GAL4-hgDAF12 UAS-luciferase reporter, agonist luminescence; normalized to butyrate control | activation, % at 6.8 µM | 370,000 tested, 1.8% active;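 active = activation above a cutoff set at the mean of all screened compounds plus 3 SD, cut at about 10% in these data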;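 note: 0% = DMSO wells and 100% = sodium butyrate wells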
DAX1 inh-2: DAX1 (NR0B1) inhibition, primary screen; HEK293T StAR-luciferase reporter, SF-1/DAX-1 repression relief; inhibition, % at 6.8 µM; 370,000 tested, 1.1% active; AID 652010;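 active = inhibition above the mean over all tested compounds plus 3 SD, cut at about 3.6% in these data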;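 note: 0% = DAX-1 cells with DMSO and 100% = cells lacking DAX-1 with DMSO; higher inhibition means more luminescence from relief of DAX-1 repression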
sPLA2-III inh: Inhibits HGIII-sPLA2 liposome hydrolysis, primary screen. QFRET BODIPY PC-A2 liposome hydrolysis, fluorescence. inhibition, % at 12.2 µM. 370,000 tested, 0.56% active;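 active = inhibition above mean plus 3 SD of compounds lying within the high and low control bounds, cut at about 19% in these data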;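 note: 0% = median of test compound wells and 100% = no enzyme DMSO wells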
Target sequence (Q9NZ20 whole entry, looked up): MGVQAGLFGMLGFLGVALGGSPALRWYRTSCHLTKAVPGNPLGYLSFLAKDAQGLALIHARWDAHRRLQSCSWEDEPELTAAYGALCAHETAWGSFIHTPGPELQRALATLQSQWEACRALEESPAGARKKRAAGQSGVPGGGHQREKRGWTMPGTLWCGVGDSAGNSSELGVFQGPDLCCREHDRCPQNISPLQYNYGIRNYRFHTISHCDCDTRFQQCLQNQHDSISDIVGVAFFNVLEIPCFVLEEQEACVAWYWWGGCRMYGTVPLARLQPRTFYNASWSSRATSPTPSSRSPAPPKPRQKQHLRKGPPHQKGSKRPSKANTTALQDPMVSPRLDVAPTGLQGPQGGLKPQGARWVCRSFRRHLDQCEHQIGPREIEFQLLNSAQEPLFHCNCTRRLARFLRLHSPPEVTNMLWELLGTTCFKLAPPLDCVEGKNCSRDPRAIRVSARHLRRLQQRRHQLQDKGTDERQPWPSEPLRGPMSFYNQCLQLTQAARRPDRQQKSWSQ
* = called active by the depositor; · = no result given.

SMILES | hcDAF-12 act | ssDAF-12 act | GAA850 FXN act | SMARCA2 activ | proKLK7 act | NPR2 activator | DAX1 inh-1 | NPR1 activator | hgDAF-12 ag | DAX1 inh-2 | sPLA2-III inh
O=C(O)CSc1nc2ccc(C(=O)c3ccccc3)cc2[nH]1 | -0.8 | -1.1 | 0.2 | -3.0 | -0.2 | 1.2 | -0.3 | 2.0 | 1.1 | 0.0 | -1.5
CC(=O)c1ccc(N2CCN(C(=O)Nc3ccc(F)cc3F)CC2)cc1 | -0.6 | -1.3 | 0.4 | -2.6 | 0.2 | -6.8 | 1.3 | 4.0 | 2.6 | -0.2 | -0.3
CC(CN1CCCCC1)OC(=O)C(C)(c1ccccc1)c1ccccc1 (stereo not given) | -1.0 | -1.2 | -1.9 | -1.2 | 0.1 | -13.4 | 1.6 | -8.6 | 1.9 | 0.3 | -1.8
O=C(Cc1cccc(NC(=O)C2CCN(C(=O)C3CCCCC3)CC2)c1)Nc1cccc(C(=O)N2CCOCC2)c1 | 0.6 | -1.0 | -0.6 | -2.3 | -0.4 | 3.5 | -0.2 | 3.3 | 0.9 | -1.1 | 1.4
NC(=O)c1ccc(NC(=O)CCC(=O)c2cccs2)cc1 | -0.7 | -0.2 | -1.2 | -2.3 | 0.2 | -1.5 | 0.2 | -0.1 | 0.2 | 0.1 | -0.8
CCOC(=O)C1=C(COC(=O)CCOc2cc(C)ccc2C)NC(=O)NC1C (stereo not given) | -1.6 | -0.7 | 1.7 | 2.4 | 0.3 | 2.2 | 0.6 | 0.6 | -3.5 | -0.4 | 1.8
C=CCn1c(CNS(=O)(=O)c2ccc(F)cc2)n[nH]c1=S | -0.8 | -0.9 | -1.2 | -2.3 | 0.5 | -2.9 | -0.7 | 0.7 | -1.6 | 2.5 | 17.9
COc1ccc(CCC(C)N2CCOCC2)cc1 (stereo not given) | 1.2 | -0.8 | 0.2 | -0.7 | 0.0 | 0.8 | 1.9 | -6.8 | 0.5 | 0.3 | -4.8
CC(=O)c1c(Nc2cccc(F)c2)oc(C)cc1=O | 1.6 | -1.1 | 1.9 | 0.6 | 0.7 | 1.2 | 0.9 | -0.5 | -1.1 | 0.6 | -6.2
COc1cccc(NC(=O)CN(C)C(=O)Cc2ccc3c(c2)OCCO3)c1 | -0.1 | -0.3 | -0.3 | -1.0 | -0.5 | -3.4 | 0.1 | 2.2 | 0.6 | 0.2 | -4.8
NS(=O)(=O)c1ccc(CCNC(=O)C2CCCN2S(=O)(=O)c2cccc3nsnc23)cc1 (stereo not given) | 0.9 | -0.8 | -1.8 | 7.2 | -0.1 | 2.6 | 0.4 | -0.1 | 1.9 | 0.2 | 1.6
CCCCn1c(CN2CCN(CCO)CC2)nc2ccccc21 | -1.6 | -1.0 | -0.8 | -0.2 | 0.3 | -5.4 | -0.9 | -6.7 | -0.1 | 1.2 | -0.3
Cc1ccc(CN2CCN(c3ncccn3)CC2)o1 | -1.5 | -1.9 | 4.9 | -1.5 | -0.4 | 3.8 | -1.5 | 0.4 | -0.8 | -0.3 | 0.3
Cc1nc(SCC(=O)NCc2ccc3c(c2)OCO3)nc(C)c1C | 0.2 | -1.3 | 1.7 | -0.5 | -0.4 | 1.1 | 1.2 | -1.1 | 0.5 | 0.1 | 13.4
Nc1c(C(=O)N/N=C/c2ccccc2)cnn1-c1ccccc1 | 0.5 | -0.3 | 5.6 | 5.7 | 0.6 | 1.0 | 2.8 | 4.9 | 9.9 | 2.6 | 3.4
COc1ccc2[nH]c(=O)c(CN(C(=O)C3CCCO3)c3ccc(C)c(C)c3)cc2c1 (stereo not given) | -0.3 | -1.4 | -2.3 | -5.1 | -0.2 | -17.8 | -0.1 | -22.2 | -3.4 | -0.1 | 1.5
CCOC(=O)c1c(NC(=O)Cn2nc(C(F)(F)F)cc2C)sc2c1CCC2 | -0.5 | -0.9 | -0.7 | -0.4 | -0.6 | 2.9 | 2.9 | -5.2 | 0.9 | -0.2 | 2.7
CCn1nnnc1SCC(=O)N1CCN(Cc2ccc3c(c2)OCCO3)CC1 | -1.4 | -0.8 | -2.2 | -0.6 | -0.4 | 4.9 | -0.3 | 0.8 | 2.2 | 0.8 | 0.0
Clc1ccccc1Nc1nc(-c2ccncc2)nc2ccccc12 | -1.9 | -1.7 | 0.3 | 0.9 | 1.7 | -10.4 | -1.0 | -19.3 | -2.5 | -0.7 | -7.0
CC(CCc1ccccc1)NC(=O)COC(=O)C1CCC(C(C)(C)C)CC1 (stereo not given) | 0.8 | -1.4 | 1.2 | -2.8 | -0.3 | 0.7 | 0.3 | 2.9 | -1.0 | -1.6 | 5.8
CC(=O)c1ccc(Nc2nc(C(N)Cc3ccc(C(F)(F)F)cc3)cs2)cc1 (stereo not given) | -1.8 | -1.2 | -2.1 | -2.9 | -1.6 | -2.8 | · | -9.5 | -6.8 | -0.9 | 10.5
Cc1cc(N/N=C/c2ccc(F)cc2)nc(NCc2ccccc2)n1 | -0.3 | -1.2 | 1.4 | -0.9 | -0.4 | -0.1 | · | 2.1 | -0.2 | -0.2 | -8.3
O=C1C=C(N2CCCCC2)C2(CCCCC2)O1 | 0.0 | -0.6 | -0.2 | -0.1 | 0.7 | -0.3 | -0.4 | -1.4 | 1.6 | -0.7 | -1.6
Cc1nc(SCC(=O)NC2CCCC2)[nH]c(=O)c1Cc1ccccc1 | -0.1 | -1.3 | 2.8 | 4.4 | -0.5 | -2.1 | -1.0 | 5.5 | 0.7 | -0.8 | 1.8
COc1ccc(OC)c(NS(=O)(=O)c2ccc(N3CCCC3=O)cc2)c1 | 0.2 | -0.6 | 1.6 | 2.8 | 0.4 | -2.1 | -0.3 | -3.6 | -3.4 | 0.1 | -2.4
Further compounds follow:
SMILES | hcDAF-12 act | ssDAF-12 act | GAA850 FXN act | SMARCA2 activ | proKLK7 act | NPR2 activator | DAX1 inh-1 | NPR1 activator | hgDAF-12 ag | DAX1 inh-2 | sPLA2-III inh
O=C(CSc1ncn[nH]1)c1ccc2c(c1)OCO2 | -0.3 | -1.0 | -0.1 | 8.6* | 0.0 | -5.0 | -0.6 | 1.9 | -2.0 | 0.1 | -6.0
COc1ccc(CCNC(=O)CCCN2C(=O)c3ccccc3C2=O)cc1OC | -1.6 | -0.8 | 0.7 | -1.7 | 0.7 | 1.9 | -0.8 | 2.7 | -1.4 | -0.5 | 5.5
CC(=O)Nc1ccc(NC(=O)CSc2nnc(CNc3ccc(F)cc3)n2CC2CCCO2)cc1 (stereo not given) | -0.9 | -1.7 | 1.1 | -1.1 | 0.2 | 3.4 | 1.1 | 3.0 | -3.7 | -0.7 | -2.5
CC(CN1CC(=O)NC(=O)C1)N1CC(=O)NC(=O)C1 (stereo not given) | 0.3 | -0.8 | 0.0 | -2.5 | -1.3 | 2.8 | 0.8 | -0.9 | 3.2 | 0.7 | 11.2
CCCSc1nc2c(c(=O)n1-c1ccc(OCC)cc1)SCC2 | -0.3 | -0.9 | 0.9 | -2.5 | -0.5 | -0.4 | 0.6 | 7.9 | -2.6 | 0.1 | 8.0
CN(CC(=O)Nc1ccc(F)cc1)C(=O)Cn1cnc2ccc([N+](=O)[O-])cc2c1=O | 0.7 | -0.7 | 1.8 | -6.2 | -0.4 | 5.9 | 0.7 | -6.2 | 0.0 | -1.0 | 9.8
CC(C)CN(C(=O)CN(C)C(=O)Cc1c(F)cccc1Cl)c1c(N)n(CC(C)C)c(=O)[nH]c1=O | 1.4 | -1.6 | -1.5 | -4.4 | 0.7 | 4.8 | 0.5 | 3.9 | 4.6 | -0.6 | 4.2
Cc1cc(C(=O)Cn2nc(C(=O)O)c3ccccc3c2=O)c(C)n1CCc1ccc(Cl)cc1 | -0.6 | -1.3 | 0.7 | 1.4 | -0.1 | 3.2 | -2.7 | 2.3 | -0.6 | 0.3 | 3.3
CCN1C(=O)C(=O)N(CC(=O)N2CCN(c3ccccc3)CC2)C1=O | -0.1 | -0.9 | -0.6 | -0.7 | 0.0 | -4.4 | 1.5 | 4.8 | -0.4 | 0.1 | 2.9
Nc1ccccc1N1CCN(C(=O)c2ccccc2)CC1 | -0.3 | -0.5 | -0.1 | 3.0 | -0.2 | 1.6 | 0.4 | -0.5 | 1.8 | -0.1 | 7.4
Cc1cccc(NC(=O)CCCSc2nc3ccccc3[nH]2)c1 | 0.3 | -0.2 | 0.3 | 0.1 | -0.2 | -3.5 | -0.6 | -5.5 | -2.2 | 0.1 | -7.4
O=C1N=C(N2CCC(Cc3ccccc3)CC2)S/C1=C/c1cn[nH]c1-c1ccccc1 | -1.0 | -1.4 | 4.5 | -3.2 | -0.4 | 3.6 | 2.0 | -2.1 | -0.5 | -0.7 | -3.5
CCc1ccc2[nH]c3nc(SCCN4CCOCC4)nnc3c2c1 | -2.3 | -1.8 | 1.6 | -0.6 | 0.8 | 1.1 | -2.6 | 13.6 | -3.1 | -0.6 | 7.8
O=C1NC2(CCCCCC2)C(=O)N1Cc1c(F)cccc1Cl | -0.8 | -1.1 | 0.2 | -2.9 | -0.1 | 7.6 | -0.7 | -2.2 | -0.2 | -0.4 | -6.7
COc1cccc(NC(=O)CN(C)C(=O)CCCNC(=O)c2ccc(Cl)cc2)c1 | 0.0 | -1.0 | 3.9 | 1.2 | -0.1 | -4.4 | -0.2 | -1.9 | 4.1 | -1.6 | -4.3
CCOc1ccccc1CN1CCC(O)CC1 | -2.0 | -1.3 | 0.7 | -1.8 | 0.3 | 5.5 | 0.9 | 4.5 | -0.9 | 0.1 | 2.1
O=C(CN1CCN(c2ccc(Cl)cc2)CC1)c1ccccc1 | 1.7 | -0.6 | -0.7 | 4.0 | 0.0 | 7.6 | -0.1 | 2.2 | -2.0 | -0.1 | 1.7
O=C1COc2ccc(C(=O)COC(=O)c3ccc(Cl)cc3[N+](=O)[O-])cc2N1 | -1.6 | -0.6 | -0.9 | -2.3 | 0.4 | 0.2 | 0.4 | 3.0 | -1.5 | 0.9 | -19.7
CCOC(=O)C(C(=O)OCC)c1cc(Br)c2noc3c2c1C(=O)c1ccccc1-3 | 1.3 | -1.1 | 1.8 | -0.2 | -1.8 | -34.6 | 2.0 | -47.3 | -0.7 | -0.1 | 1.1
O=C(Nc1ccccc1F)c1csc(COCCO)n1 | 0.0 | 0.0 | 1.6 | 3.1 | 0.2 | 0.8 | · | 1.2 | 4.0 | 1.5 | -1.4
COc1ccc([C@H]2CC(=O)C=C(/C=C/c3ccccc3)C2)cc1OC | -1.8 | -1.6 | 3.1 | -1.0 | 0.3 | -2.9 | -1.0 | -3.7 | -4.0 | -0.8 | -8.9
COCCCNCCOc1ccc(C(C)(C)c2ccccc2)cc1 | 0.8 | -1.4 | 1.2 | -1.6 | 0.3 | 0.7 | -1.1 | -6.2 | 0.6 | 0.5 | -5.8
O=C(O)c1cccc(N/N=C(\N=Nc2ccccc2)c2ccccc2)c1 | 0.1 | -0.7 | 2.7 | 2.7 | -0.8 | -1.2 | 0.6 | -4.1 | 2.0 | 0.5 | 4.7
CC(NC(=O)c1ccccc1)C(=O)OCC(=O)N1c2ccccc2Sc2ccccc21 (stereo not given) | 1.5 | -1.1 | 2.0 | -3.5 | 0.1 | -2.7 | 0.1 | -6.4 | 3.8 | -0.3 | -11.8

Compound activity deposited in PubChem BioAssay by several laboratories.

The order is random. Share with any hit: about 6.7%.
